# D1 antag = blocks dopamine activation of the human D1 receptor; P21728; 3.2% of 360,000 active; activity change, negative = inhibition, % at 10 µM; HEK293 TREx D1 cells, calcium flux, dopamine EC80; stronger effect = lower value; AID 504652; in the data active = activity change below about -30%; also: % is scaled to controls: 0 for no effect and ±100 for the full control effect
# Target sequence (P21728 whole entry, looked up): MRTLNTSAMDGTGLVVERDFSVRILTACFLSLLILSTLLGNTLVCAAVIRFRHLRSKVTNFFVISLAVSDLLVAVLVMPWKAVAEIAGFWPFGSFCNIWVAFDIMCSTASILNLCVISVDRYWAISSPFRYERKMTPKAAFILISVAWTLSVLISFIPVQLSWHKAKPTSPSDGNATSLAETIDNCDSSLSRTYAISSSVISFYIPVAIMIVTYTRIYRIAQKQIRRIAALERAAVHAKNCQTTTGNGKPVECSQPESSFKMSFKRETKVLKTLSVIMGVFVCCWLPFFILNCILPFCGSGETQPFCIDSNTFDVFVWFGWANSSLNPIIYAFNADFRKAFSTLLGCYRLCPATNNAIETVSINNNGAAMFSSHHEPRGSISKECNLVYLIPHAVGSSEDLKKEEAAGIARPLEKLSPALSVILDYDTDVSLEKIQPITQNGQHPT
#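 HEK293 T-REx cells expressing inducible, force-coupled D1 receptor; no-wash Ca dye, 30–90 min RT. Cmpd → 180 s read at 1 Hz → EC80 DA → 180 s read.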
# D2 potentiator = positively modulates the human D2 dopamine receptor allosterically | P14416 | HEK293 T-REx D2, calcium flux, EC20 dopamine potentiation | potentiation, % at 10 µM | 0.34% of 340,000 active;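 active = potentiation over 3 SD above the plate norm, cut at about 30% in these data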; also: 0% is about no effect
#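 Tetracycline-induced HEK293 T-REx cells force-coupled to calcium signalling expressed D2; compounds were pin-added after a 10 s baseline, read kinetically 180 s, then an EC20 dopamine challenge followed with a further 180 s calcium read.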
# D1 agonist = human D1 receptor agonism; 1% of 360,000 active; activation, % at 2 µM; HEK293 T-REx D1 cells, calcium flux, agonist mode; AID 504660; also: 0% is about no effect
#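 Tetracycline-induced HEK293 TREx D1 cells, force-coupled to calcium signalling, were dye-loaded with a no-wash calcium kit. Compound was pin-added after a 10 s baseline. Fluorescence was read kinetically at 1 cycle/s for 180 s, with calcium rises flagged as agonism.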
# TRHR agonist = activates the human TRH receptor | P34981 | TRHR cells, calcium flux fluo-8, FDSS agonist mode | activation, % at 2 µM | 0.18% of 360,000 active; also: 0% is about no effect
# Target sequence (P34981 whole entry, looked up): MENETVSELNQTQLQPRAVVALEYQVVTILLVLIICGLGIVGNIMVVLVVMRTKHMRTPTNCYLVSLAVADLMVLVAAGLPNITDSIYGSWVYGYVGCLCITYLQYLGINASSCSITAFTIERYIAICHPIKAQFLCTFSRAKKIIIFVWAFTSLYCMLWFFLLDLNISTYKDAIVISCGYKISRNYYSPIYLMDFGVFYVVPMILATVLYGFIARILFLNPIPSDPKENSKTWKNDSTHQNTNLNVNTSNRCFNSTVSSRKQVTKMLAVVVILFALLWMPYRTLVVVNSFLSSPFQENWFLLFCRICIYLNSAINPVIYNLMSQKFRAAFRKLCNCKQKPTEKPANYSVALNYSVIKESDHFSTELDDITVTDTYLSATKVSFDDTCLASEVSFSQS
#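 TRHR-expressing cells, plated overnight in medium with 10% serum, were loaded with fluo-8 calcium dye at room temperature. After a 10 s baseline, library compound was pin-added and calcium release was recorded kinetically (ex 480/em 530) as agonist response.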
# D1 PAM = enhances dopamine response at the human D1 receptor | P21728 | HEK293 TREx D1 cells, calcium flux, dopamine EC20 potentiation | potentiation, % at 10 µM | 0.036% of 360,000 active | AID 504651; in the data active = potentiation above about 30%; also: 0% is about no effect
# D2 agonist = D2 dopamine receptor (human) agonism; HEK293 T-REx D2 cells, calcium flux agonist mode; P14416; AID 485358; activation, % at 2 µM; 0.53% of 340,000 active;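 active = activation over 3 SD above normal in the single-dose calcium agonist read, cut at about 30% in these data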; also: 0% is about no effect
#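 Agonism scored from kinetic calcium signal (1 read/sec, 180 s) following compound pin transfer, after a 10 s baseline. Cells: HEK293 Trex line expressing inducible D2 receptor coupled to calcium, dye-loaded after overnight culture at 30 C.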
# TRHR PAM = TRH receptor (human) allosteric enhancement | P34981 | TRHR cells, fluo-8 calcium fluorescence, EC20 TRH enhancement | enhancement, % at 2 µM | 0.66% of 360,000 active | AID 493056; in the data active = enhancement above about 30%; also: 0% is about no effect
#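 TRHR-expressing cells loaded with fluo-8 calcium dye were read kinetically (ex 480/em 530) during compound addition, then stimulated with an EC20 of TRH (10 nM final). Enhancement of the Gq-mediated intracellular calcium response was scored.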
# D2 antagonist = antagonizes the human D2 dopamine receptor. HEK293 TREx D2 cells, calcium flux, dopamine EC80. inhibition, % at 10 µM. 2% of 340,000 active. AID 485344; in the data active = inhibition above about 30%; also: 0% is about no effect
#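 Antagonism is scored as inhibition of an EC80 dopamine-evoked calcium signal in a force-coupled, tetracycline-inducible HEK293 T-REx D2 line, with compound present 180 s before agonist.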
# RXFP1 antag = blocks the human relaxin receptor RXFP1 | activity change, negative = inhibition, % at 57.5 µM | AID 1259400 | Q9HBX9 | HEK293-RXFP1, relaxin-stimulated cAMP HTRF, 30 min; stronger effect = lower value | 0.59% of 350,000 active;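 active = activity change of -60% or lower, but not beyond a set lower limit; inconclusive = change between -60% and -40%, or beyond the set limit; inactive = change above -40%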; also: % is scaled to controls: 0 for no effect and ±100 for the full control effect
# An asterisk follows results filed as active; ? = inconclusive; nt = no result given; & = joins results of further samples. Rule as the data show it, unless noted: active = activation above about 30%; inactive = the rest.
SMILES,D1 antag,D2 potentiator,D1 agonist,TRHR agonist,D1 PAM,D2 agonist,TRHR PAM,D2 antagonist,RXFP1 antag
COc1ccc(NC(=O)c2oc3ccc(S(=O)(=O)N4CCOCC4)cc3c2C)cc1,-11&-10,-7&19,4&8,-0.1&-0.2,1&-2,2.8&-0.9,-3&-4,-5,-1&-38
COc1cccc(C2c3[nH]c4ccccc4c3CCN2Cc2cnc(C)s2)c1OC (stereo not drawn),-43*,-9,1,0.2,6,1.8,28,-3,?
Clc1ccccc1Nc1nc(-c2cccnc2)cs1,-3,-4,4,0.0,-3,1.7,14,-7,8
CCCCn1c(/N=C/c2cc(OC)ccc2O)nc2ccccc21,2,-1,2,0.2,-1,0.3,7,6,-1
COCCN1C=C2C(=O)C(C)(OC(=O)C3CCCC3)C(=O)C(c3ccccc3)=C2C=C1CCCC(=O)OC (stereo not drawn),-9,20,3,-0.5,-3,-0.4,-3,-5,nt
COc1cc(OC)cc(C(=O)NN(CCC#N)C2=NS(=O)(=O)c3ccccc32)c1,-4,-6,3,-0.1,-3,1.2,0,-1,5
O=C(CN1CCN(C(=O)C2CCCO2)CC1)Nc1ccc(Cl)cc1 (stereo not drawn),-30*,13,-1,0.2,4,0.6,-3,10,4
COc1ccc(S(N)(=O)=O)cc1C(=O)OCC1CCCCC1,8,15,2,-0.3,-7,-0.3,6,9,18
Cn1c(=O)c2c(nc(NCCCO)n2CCc2ccccc2)n(C)c1=O,2,-1,1,-0.2,2,0.9,6,-10,-1
CNc1ccc(-c2nc(-c3ccccc3C)no2)cc1[N+](=O)[O-],-7,-12,-1,0.2,0,-0.5,-1,nt,nt

# A second format for part of the listing above.
COc1ccc(S(N)(=O)=O)cc1C(=O)OCC1CCCCC1
  D1 antag: 8 | D2 potentiator: 15 | D1 agonist: 2 | TRHR agonist: -0.3 | D1 PAM: -7 | D2 agonist: -0.3 | TRHR PAM: 6 | D2 antagonist: 9 | RXFP1 antag: 18
O=C(CN1CCN(C(=O)C2CCCO2)CC1)Nc1ccc(Cl)cc1 (stereo not drawn)
  D1 antag: -30* | D2 potentiator: 13 | D1 agonist: -1 | TRHR agonist: 0.2 | D1 PAM: 4 | D2 agonist: 0.6 | TRHR PAM: -3 | D2 antagonist: 10 | RXFP1 antag: 4
COc1ccc(NC(=O)c2oc3ccc(S(=O)(=O)N4CCOCC4)cc3c2C)cc1
  D1 antag: -11&-10 | D2 potentiator: -7&19 | D1 agonist: 4&8 | TRHR agonist: -0.1&-0.2 | D1 PAM: 1&-2 | D2 agonist: 2.8&-0.9 | TRHR PAM: -3&-4 | D2 antagonist: -5 | RXFP1 antag: -1&-38
COc1cccc(C2c3[nH]c4ccccc4c3CCN2Cc2cnc(C)s2)c1OC (stereo not drawn)
  D1 antag: -43* | D2 potentiator: -9 | D1 agonist: 1 | TRHR agonist: 0.2 | D1 PAM: 6 | D2 agonist: 1.8 | TRHR PAM: 28 | D2 antagonist: -3 | RXFP1 antag: ?

# Additional records.
SMILES,D1 antag,D2 potentiator,D1 agonist,TRHR agonist,D1 PAM,D2 agonist,TRHR PAM,D2 antagonist,RXFP1 antag
CC(C)c1nc(SCC(=O)N2CCc3ccccc32)n[nH]1,2,-12,0,-0.5,-1,0.9,15,-2,12
O=C(NCc1ccccn1)c1n[nH]c2ccccc12,0,-1,2,-0.1,0,-0.1,39*,-1,3
CC1Cc2ccccc2N1C(=O)CSc1nnc(-c2ccccc2Cl)o1 (stereo not drawn),-17,8,0,0.5,-3,-1.3,-5,nt,-1
O=C(CSc1n[nH]c(=O)[nH]c1=O)Nc1ccc(Br)cc1Br,-12,-14,3,0.2,nt,1.2,0,29,0
O=C(NC(NC(=O)c1c(F)cccc1F)c1ccc([N+](=O)[O-])cc1)c1c(F)cccc1F,-11,0,2,0.7,1,nt,0,nt,7
Cc1ccc(/C=C/C(=O)O)cc1S(=O)(=O)N1CCCc2ccccc21,-2,1,2,0.1,-4,0.5,-2,1,31
COc1ccc(N2CCN(CCC(O)c3ccc4ccccc4c3)CC2)cc1 (stereo not drawn),-8,-15,13,0.7,-3,1.1,1,19,11
COCC1CCN(C(=O)c2cc(COc3ccc(C)c(C)c3)on2)C1 (stereo not drawn),-13,0,2,-0.6,-4,-1.3,-3,0,-14
O=C(O)C1C2C=CC(C2)C1C(=O)N1CCc2ccccc21 (stereo not drawn),17,nt,0,0.0,2,nt,1,nt,3
CCOc1ccc(-c2cn(-c3ccc(OC)cc3)c(SCC(=O)Nc3ccccc3Cl)n2)cc1,21,-2,1,0.7,-3,0.4,-2,nt,0
COC(=O)c1c(C)[nH]c(C(=O)N2CCN(c3ccc(OC)cc3)CC2)c1C,-1,-4,1,-0.2,-11,-0.4,-2,-12,nt
CC(=O)Nc1ccc(Oc2ncccn2)c(Cl)c1,8,nt,1,0.0,-1,nt,-10,nt,-19
CCOc1ccc2nc(SCCNS(=O)(=O)c3ccccc3)sc2c1,-14,-6,8,-0.6,-9,-1.1,-2,-9,-6
CCN(CC)c1ccc(NC(=O)CN2CCN(c3nc(C)cc(C)n3)CC2)cc1,-33*,7,13,-0.9,0,-0.3,6,-23,-3
CCOC(=O)c1nnn2c3ccccc3c(=O)n(C)c12,-10,2,1,-1.9,6,0.5,-5,-9,5
NS(=O)(=O)c1cccc(NC(=O)CCCC2CCCCC2)c1,2,-4,3,-0.5,-1,-0.1,2,-22,-3
O=C(c1ccc2c(c1)N(Cc1ccccc1F)C(=O)c1ccccc1S2=O)N1CCCCC1 (stereo not drawn),9,2,1,0.0,2,-1.1,16,nt,nt
COc1ccccc1C(=O)Nc1ccccc1C(=O)N1CCCC1,10,nt,3,0.4,-2,0.5,7,22,-5
COc1ccc(C(=O)Nc2ccc([N+](=O)[O-])cn2)c(OC)c1,-7,0,5,0.9,-3,0.4,4,8,-5
COC(=O)c1c(N)c2ccccc2[nH]c1=O,12,5,2,0.8,3,1.6,3,10,-1
Cc1cc(C)n(-c2cc(C(C)(C)C)nc3c(-c4ccc(Cl)cc4)cnn23)n1,37,-22,5,4.2,6,1.3,0,-6,-10
COc1ccc(C(C)=O)cc1CSc1nc2ccccc2c(=O)n1-c1ccccc1C,-19,9,7,0.6,-4,0.4,18,-9,nt
Cc1ccc(NC(=O)C2CCCCC2)c(O)c1,-5,5,2,0.5,-2,0.7,-6,-1,nt
CCCOc1ccc(C(CC(=O)O)NC(=O)c2cccs2)cc1 (stereo not drawn),5,-8,2,0.3,-7,0.7,-3,-2,19
CCc1ccc(NC(=O)c2cc(S(=O)(=O)N3CCCC3)ccc2F)cc1,19,-14,-5,-1.1,-2,0.2,-2,nt,-15&-8
Cc1ccc(S(=O)(=O)N2CCCC(C(=O)N3CCN(C)CC3)C2)cc1 (stereo not drawn),10,0,7,-0.7,13,0.5,-1,-8,-4
CC1CCN(c2ccc(-c3ccc(NC(=O)C(F)(F)F)cc3)nn2)CC1,-7,-8,1,0.4,-16,0.6,4,-10,0
CN1CCN(NC(=O)c2cc([N+](=O)[O-])cc([N+](=O)[O-])c2)CC1,3,0,3,0.7,-1,0.8,9,-4,-12
Cc1ccc(S(=O)(=O)NCC2CCC(C(=O)NCc3cccnc3)CC2)cc1 (stereo not drawn),-32*,4,2,0.0,-7,-0.1,-2,16,-14
COC(=O)Nc1ccc(S(=O)(=O)Nc2cc(C(F)(F)F)c[nH]c2=O)cc1,0,nt,2,0.1,9,nt,0,nt,3
Cc1ccc(S(=O)(=O)C2C(=O)N(C)C3(C)CC2c2ccccc2O3)cc1 (stereo not drawn),-8,-4,1,-1.0,1,-1.4,-5,-8,-9
Cc1nn(C(=O)c2ccc(Br)cc2)c(C)c1S(=O)(=O)N1CCOCC1,-8,-6,-1,0.2,-1,-1.3,0,nt,nt
COc1cccc(C(N)=O)c1OC(=O)Cc1ccccc1F,-8,-3,4,0.1,-6,0.4,-4,-6,1
COc1ccc(C2OCC3(CO2)SC(=O)NC3=O)cc1OC (stereo not drawn),-2,8,5,0.3,-5,0.3,-6,-2,-4
COCCN(CCOC)S(=O)(=O)c1ccc(/C(O)=C(\C#N)c2nc3ccccc3[nH]2)cc1,-2,7,2,-0.1,2,1.0,-8,2,16
CCCn1ncc(CN2CCN(CCc3ccccc3)C(CCO)C2)c1C (stereo not drawn),15,-23,0,-0.4,-1,0.0,5,-20,-5
COc1cc(CNCCNC(=O)c2nonc2N)ccc1OCc1ccc(Cl)cc1,-22,-5,69*,1.6,-4,1.3,2,9,-24
CCOC(=O)c1cc(-c2ccccc2)n(CC(=O)Nc2ccccc2OCC)c1C,9,4,1,0.4,0,0.0,5,nt,5
CCOC(=O)c1c(C)n(C)c2ccc(OCC(O)Cn3c(C)nc4ccccc43)cc12 (stereo not drawn),-3,nt,0,-1.7,-2,1.9,2,-12,-1
CC(C)(C)OC(=O)COc1cc(F)ccc1[N+](=O)[O-],-5,4,1,-0.3,0,-0.1,-2,-2,nt
O=C(CN1/C(=C(/O)c2ccccc2)C(=O)c2ccccc2S1(=O)=O)c1ccccc1,-4,-7,1,0.5,-2,0.5,1,-1,4
Cc1onc(-c2ccccc2)c1C(=O)N1CCN(CCc2ccccc2)CC1,1,-19,1,0.6,-8,1.4,-2,-10,4
Cn1c(=O)c2c(nc(Br)n2CCc2ccccc2)n(C)c1=O,1,-6,2,-0.2,-1,-0.4,-11,-15,-13
CCOC(=O)c1c(NC(=O)c2ccc(S(=O)(=O)N3CCC(C)CC3)cc2)sc2c1CCN(CC)C2,7,-11,16,5.9,0,0.1,1,nt,nt
Cc1cc(C)c2c(N)c(C(=O)NNC(=O)c3ccccc3)sc2n1,-6,4,1,-0.6,4,-0.3,0,-23,12
Cc1nc(CNS(=O)(=O)c2ccc(F)cc2)cs1,-9,2,3,1.4,-4,1.1,1,-7,11
O=C(O)c1cccc(NC(=S)N/N=C/c2cccc(O)c2)c1,-27,16,2,-2.3,-3,1.5,13,-3,-34
COc1ccc(S(=O)(=O)N2CCCC2C(=O)Nc2ccc(C(C)=O)cc2)cc1 (stereo not drawn),7,8,-1,-0.3,3,-0.4,7,-12,-11
CC(NC(=O)CCC(=O)NC(C)C1COc2ccccc2O1)C1COc2ccccc2O1 (stereo not drawn),-2,-6,2,-0.2,0,0.5,0,-8,-2
CC1(C)CC(=O)C2=C(C1)NC(=O)CC2c1ccc(F)cc1 (stereo not drawn),-19,5,3,0.2,-5,1.1,-6,-5,0

# Further records
SMILES,D1 antag,D2 potentiator,D1 agonist,TRHR agonist,D1 PAM,D2 agonist,TRHR PAM,D2 antagonist,RXFP1 antag
Cc1cccc(C(=O)c2c(N)sc3c2CCC(C)C3)c1 (stereo not drawn),8,6,3,-0.4,-12,nt,6,nt,nt
C[C@@H](CSc1ccc(Br)cc1)CN1CC[C@H](C(C)(C)C)CCC1=O,11,-5,3,0.4,4,-0.3,3,5,nt
CCOc1ccc(C(=O)Nc2ccccc2C(=O)OCc2cc(=O)n3nc(C4CC4)sc3n2)cc1,-8,0,-1,0.6,0,-0.6,1,nt,-4
COc1ccc(-c2cc(-c3cccs3)c(C#N)c(SCC(=O)NCc3ccccc3)n2)cc1,11,-9,1,0.1,4,0.6,3,12,-14
Cc1ccc([N+](=O)[O-])cc1-c1ccc(/C=N\n2nnnc2N)o1,12,-1,0,-0.2,-4,1.2,6,-4,7

# Screening data: PubChem BioAssay, National Center for Advancing Translational Sciences (NCATS)
